High-throughput results (PubChem BioAssay)
ARFGAP1 inh – inhibitors of rat ARFGAP1 GAP activity, primary screen, biochemical, fluorescence polarization, GDP tracer; ADP-ribosylation factor GTPase-activating protein 1 (Rattus norvegicus), Q62848; Arfgap1-stimulated ARF1 GTP hydrolysis, GDP FP detection; inhibition, % at 16.5 µM; 360,000 tested, 0.26% active; AID 651572, 2012;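 active = inhibition above a per-plate limit, mean inhibition of low control wells plus 3 SD, cut at about 25% in these data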;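 note: 0% = DMSO wells with enzyme and 100% = wells lacking Arfgap1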
Target sequence (Q62848 1-136 limits assumed): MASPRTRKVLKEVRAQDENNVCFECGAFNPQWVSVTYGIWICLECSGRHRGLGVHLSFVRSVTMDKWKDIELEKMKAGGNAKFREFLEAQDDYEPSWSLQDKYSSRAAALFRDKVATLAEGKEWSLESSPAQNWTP
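Repeats: one replicate per compound; assay system: rat Arfgap1 catalytic domain, aa 1-136; times: enzyme reaction 120 min at 25 °C after 20 min preincubation; detection: FP of antibody-bound GDP Alexa 633 tracer, ex 620/em 688 nm; benchmarks: high control wells lacking Arfgap1, low control full reaction with DMSO; reagent: human ARF1(Δ1-17)-GTP substrate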
PLC-gamma1 inh – PLC-gamma1 enzyme inhibitors, primary screen, biochemical, fluorescence, purified enzyme | 370,000 tested, 0.84% active | inhibition, % at 12.2 µM | AID 720700, 2013 | 1-phosphatidylinositol 4,5-bisphosphate phosphodiesterase gamma-1 (Homo sapiens), P19174 | fluorogenic substrate; in the data active = inhibition above about 9.5%
MBD2 inh – inhibitors of MBD2 binding to methylated DNA, primary screen, biochemical, TR-FRET, DNA-binding domain, human | 370,000 tested, 0.31% active | inhibition, % at 4.4 µM | Methyl-CpG-binding domain protein 2 (Homo sapiens), Q9UBB5 | MBD2 binding to methylated oligonucleotide; in the data active = inhibition above about 13%
Target sequence (Q9UBB5 whole entry, looked up, the tested form may be a part): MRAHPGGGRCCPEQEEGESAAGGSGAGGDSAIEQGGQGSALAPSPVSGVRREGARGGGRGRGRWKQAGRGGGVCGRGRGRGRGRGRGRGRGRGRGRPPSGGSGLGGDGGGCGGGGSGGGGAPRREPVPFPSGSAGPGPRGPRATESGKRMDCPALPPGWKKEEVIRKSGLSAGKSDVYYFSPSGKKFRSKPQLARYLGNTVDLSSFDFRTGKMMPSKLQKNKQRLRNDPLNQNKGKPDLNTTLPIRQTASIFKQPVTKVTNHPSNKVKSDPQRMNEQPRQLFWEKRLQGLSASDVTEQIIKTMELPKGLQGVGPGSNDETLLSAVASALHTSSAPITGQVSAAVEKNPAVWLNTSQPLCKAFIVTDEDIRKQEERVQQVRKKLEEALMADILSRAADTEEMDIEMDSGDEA
UHRF1 MBD2 ctr – UHRF1 methylated DNA binding inhibitors, primary screen, counter-screen for MBD2 inhibitor project, biochemical, TR-FRET, human UHRF1, single concentration. AID 687016, 2013. inhibition, % at 4.4 µM. E3 ubiquitin-protein ligase UHRF1 (Homo sapiens), Q96T88. UHRF1 binding to methylated oligo. 370,000 tested, 0.75% active; in the data active = inhibition above about 21%;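 note: UHRF1 SRA domain binding a hemimethylated CpG hairpin DNA probe; 0% = median of test compound wells and 100% = reference inhibitor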
DDE Tn7 FP inh – inhibitors of Tn7 peptide binding to fibrin DD(E), primary screen, biochemical, fluorescence polarization, human fibrin, Tn7 probe. Fibrinogen beta chain (Homo sapiens), P02675. FP displacement of FITC-Tn7 peptide from fibrin DD(E); 0% = median of compound wells per plate. inhibition, % at 8.3 µM. 370,000 tested, 0.13% active. AID 720508, 2013;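 active = inhibition above the mean of compounds falling within the control limits plus 3 SD of them, cut at about 14% in these data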;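 note: 0% = plate median of compound wells and 100% = 10 µM Aha-Tn7 peptide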
Target sequence (P02675 whole entry, looked up): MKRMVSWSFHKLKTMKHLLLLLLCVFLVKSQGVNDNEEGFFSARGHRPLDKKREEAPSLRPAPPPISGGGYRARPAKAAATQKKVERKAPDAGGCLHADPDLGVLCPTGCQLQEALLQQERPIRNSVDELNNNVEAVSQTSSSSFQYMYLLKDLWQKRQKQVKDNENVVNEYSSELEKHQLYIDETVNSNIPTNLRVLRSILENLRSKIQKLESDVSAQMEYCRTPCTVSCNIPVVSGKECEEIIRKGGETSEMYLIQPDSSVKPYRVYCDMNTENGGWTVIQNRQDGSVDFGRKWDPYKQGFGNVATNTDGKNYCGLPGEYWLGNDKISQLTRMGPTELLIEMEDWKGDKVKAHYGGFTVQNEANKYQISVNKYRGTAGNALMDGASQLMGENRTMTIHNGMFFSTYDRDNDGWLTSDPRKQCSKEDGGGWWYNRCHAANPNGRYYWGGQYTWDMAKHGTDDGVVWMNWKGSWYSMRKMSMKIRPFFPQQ
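Measure: % inhibition scaled between sample-field median and high-control FP; Test system: human fibrin DD(E); Quantity: 2 µM final DD(E) protein; Doses: one dose, 8.3 µM nominal; Schedule: compound with protein 10 min, then 3 h after probe, room temperature; Detection: fluorescence polarization; Medium: Tris buffer with calcium and detergent, pH 7.8.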
ADAM17 inh – ADAM17 inhibitors, primary screen, biochemical, QFRET; Disintegrin and metalloproteinase domain-containing protein 17 (Homo sapiens), P78536; recombinant ADAM17, EDANS/DABCYL FRET peptide cleavage; inhibition, % at 6.95 µM; 370,000 tested, 0.83% active;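 active = inhibition above the mean of compounds lying between control limits plus 3 SD, set per campaign, cut at about 8.5% in these data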;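 note: 0% = DMSO-only wells as the low control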
PLC-beta3 inh – human PLC-beta3 inhibitors, primary screen, biochemical, fluorescence; Purified PLC-beta3, fluorogenic substrate; inhibition, % at 12.2 µM; 370,000 tested, 0.18% active; in the data active = inhibition above about 11%;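 note: 0% = median of compound wells on plate and 100% = full blocker control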
ASAP1 GAP inh – inhibitors of human ASAP1 ArfGAP activity, primary screen, biochemical, fluorescence polarization; AID 624377, 2012; Arf-GAP with SH3 domain, ANK repeat and PH domain-containing protein 1 (Homo sapiens), …; inhibition, % at 16.5 µM; ASAP1-stimulated ARF1 GTP hydrolysis, GDP FP detection; 360,000 tested, 0.19% active; in the data active = inhibition above about 25%;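 note: 0% = vehicle with enzyme and substrate and 100% = no enzyme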
KLK7 zymogen act – proKLK7 zymogen activators, primary screen, biochemical, fluorescence intensity; purified proKLK7, EDANS-DABCYL substrate fluorescence; 100% is mature enzyme control, 0% vehicle; activation, % at 7 µM; 370,000 tested, 0.9% active;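 active = activation above the mean of all tested compounds plus 3 SD, computed per campaign excluding outliers beyond control limits, cut at about 13% in these data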
DDE Tn6 FP inh – inhibitors of Tn6 peptide binding to fibrin DD(E), primary screen, biochemical, fluorescence polarization, human fibrin, Tn6 probe. Fibrin DD(E) TRITC-Tn6 fluorescence polarization displacement. 370,000 tested, 0.21% active. Fibrinogen beta chain (Homo sapiens), P02675. inhibition, % at 8.3 µM;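 active = inhibition above a per-campaign cutoff: mean of compounds within control limits plus 3 SD, cut at about 15% in these data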;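 note: 0% = median of all compound wells on the plate and 100% = blocking peptide control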
The depositor's hits bear a star; i = inactive; · = not tested or not shown.

Values in the order – ARFGAP1 inh	PLC-gamma1 inh	MBD2 inh	UHRF1 MBD2 ctr	DDE Tn7 FP inh	ADAM17 inh	PLC-beta3 inh	ASAP1 GAP inh	KLK7 zymogen act	DDE Tn6 FP inh
1: CCCNC(=O)c1ccccc1NC(=O)Cc1ccc(OC)c(S(=O)(=O)N2CCOCC2)c1
→ 15	-4	0	2	-6	-3	-3	-3	0.0	2
2: O=C(Nc1nncs1)c1ccccc1NS(=O)(=O)c1cccs1
→ -6	i	3	-2	5	-345	i	12	16*	-1
3: CCOc1ncccc1C(=O)OCC(=O)c1cc(OC)ccc1OC
→ 10	-40	7	4	3	-7	-211	-5	-0.7	-4
4: Cc1ccsc1CN(C(=O)c1ccc([N+](=O)[O-])cc1)C1CCS(=O)(=O)C1 (configuration not stated)
→ -7	0	-1	1	-1	-5	-5	-4	0.4	-1
5: O=C(NCCCNCc1ccccc1)c1ccc(/C=N/O)nc1
→ -11	0	-2	-2	0	-2	2	-4	-0.2	1
6: Cc1ccc(C)c(NC(=O)CN2C(=O)COc3ccc(S(=O)(=O)N4CCCC4)cc32)c1
→ 1	2	2	3	-1	-3	2	-4	1.5	-5
7: CC1(C)CC(N2CN(C3CCCCC3)CC2=O)CC(C)(C)N1
→ -8	1	-4	-2	2	-3	3	-1	-0.1	-3
8: CN(Cc1ccccc1)S(=O)(=O)c1ccc2c(c1)CCC(=O)N2
→ 3	-4	1	-2	8	-2	-10	10	0.1	2
9: O=C(NC(=S)Nc1cc(Cl)ccc1N1CCOCC1)c1ccccc1[N+](=O)[O-]
→ -12	4	-3	-1	1	3	2	-3	-0.2	-10
10: COc1ccccc1-n1cc(-c2ccccc2)c2c(=S)nc[nH]c21
→ -3	-11	-2	0	6	2	-20	-11	0.8	2
11: N#CCCn1cc(/C=N/O)c(-c2ccc(F)cc2)n1
→ -16	2	-2	2	0	8	11	13	0.6	-2
12: Cc1ccc(S(=O)(=O)N2CCOCC2)cc1C(=O)N1CCN(c2ncccn2)CC1
→ 3	-6	-6	-2	3	-8	-6	3	0.6	-1
13: COc1ccc(-c2nnc3ccc(SCC(=O)N4CCN(c5ccccc5)CC4)nn23)cc1
→ 0	-4	-2	0	0	-2	-5	-3	0.1	5
14: Cc1nc2ccc(S(=O)(=O)NCC(=O)Nc3ccc(F)cc3)cc2s1
→ -5	1	-5	-5	-4	-5	-11	-2	-0.7	-3
15: CCN(CC)C(=O)CSc1nnc(-c2cccc(OC)c2)o1
→ -10	0	4	-1	7	0	1	1	-0.1	11
16: COc1ccc(/C=N\NC(=O)c2ccccc2F)cc1COc1ccc(F)cc1
→ -3	-1	-1	1	0	-2	-12	2	-1.9	7
17: O=C(NNc1ccc(C2CCCCC2)cc1)C(O)(c1ccccc1)c1cccs1 (configuration not stated)
→ 5	4	1	-1	-9	1	-1	-1	0.6	3
18: O=C(c1ccco1)N1CCN(Cc2ccc(Cl)cc2)CC1
→ 9	2	4	2	5	-1	-2	-12	0.8	-1
19: Cc1ccc2nc(-c3ccc(Cl)cc3)c(CC3CCCCC3)n2c1
→ -1	-23	9	21*	2	-9	-20	-5	-0.2	-3
20: CCOC(=O)c1[nH]c(C)c(/C(O)=C2\C(=O)C(=O)N(CCCN3CCOCC3)C2c2cccnc2)c1C (configuration not stated)
→ -2	1	0	2	-8	1	1	-6	0.3	3
21: CCC1(c2ccccc2)NC(=O)N(CC(=O)Nc2ccc(N3CCOCC3)cc2)C1=O (configuration not stated)
→ 9	-3	3	1	0	-2	-2	-16	-0.4	3
22: Cc1ccc(NC(=O)c2cccc3c2-c2ccccc2C3=O)c(C)c1
→ ·	1	0	-3	3	1	-1	·	0.4	-1
23: Cc1ccc(/C(O)=C2\C(=O)C(=O)N(C)C2c2cccc([N+](=O)[O-])c2)cc1 (configuration not stated)
→ -11	6	-3	-2	1	3	5	-5	0.0	-2
24: N#CC1=C(N)Oc2cc(N)ccc2C1c1ccccc1 (configuration not stated)
→ -5	-33	-10	-7	8	-9	-46	-13	1.0	-4
25: CN=C1SC(CC(=O)Nc2ccc(C(=O)O)cc2)C(=O)N1C (configuration not stated)
→ 1	-2	2	5	8	-6	-2	-9	-0.8	8
26: CCC(C)Sc1ccc([C@@H]2[C@@H]3C(=O)N(CC)C(=O)[C@@H]3[C@]3(C(=O)OC)CCCCN23)cc1 (some centres not stated)
→ 14	1	0	-3	3	-2	-2	-12	0.4	1
27: COc1ccc(NC(=O)C2CCN(S(=O)(=O)c3ccc4c(c3)NC(=O)C(C)S4)CC2)cc1 (configuration not stated)
→ -11	7	-1	0	3	0	-4	1	-0.1	7
28: Cc1ccc(S(=O)(=O)Nc2ccc3ccccc3c2[N+](=O)[O-])cc1
→ -12	-1	-7	2	5	7	5	-8	-0.4	-6
29: Cc1nc2ccc(NS(=O)(=O)c3ccc(F)c(C)c3)cc2[nH]1
→ 1	1	3	-3	-3	-3	-9	-4	0.6	-1
30: CCC(C)c1ccccc1NC(=O)C(C)OC(=O)CN1C(=O)NC(C)(C)C1=O (configuration not stated)
→ 4	-3	1	0	3	-3	-2	-1	-0.4	-1

A second format for some results above.
6) Cc1ccc(C)c(NC(=O)CN2C(=O)COc3ccc(S(=O)(=O)N4CCCC4)cc32)c1
7) CC1(C)CC(N2CN(C3CCCCC3)CC2=O)CC(C)(C)N1
assay / entry	6	7
ARFGAP1 inh	1	-8
PLC-gamma1 inh	2	1
MBD2 inh	2	-4
UHRF1 MBD2 ctr	3	-2
DDE Tn7 FP inh	-1	2
ADAM17 inh	-3	-3
PLC-beta3 inh	2	3
ASAP1 GAP inh	-4	-1
KLK7 zymogen act	1.5	-0.1
DDE Tn6 FP inh	-5	-3

The list goes on:
Values in the order – ARFGAP1 inh	PLC-gamma1 inh	MBD2 inh	UHRF1 MBD2 ctr	DDE Tn7 FP inh	ADAM17 inh	PLC-beta3 inh	ASAP1 GAP inh	KLK7 zymogen act	DDE Tn6 FP inh
31: O=S(=O)(Oc1ccc(Cl)cc1)c1cccc2cccnc12
→ 2	2	1	3	2	-3	-10	-3	-0.5	2
32: Cn1cc(C2(c3c[nH]c4ccccc34)CCN(C(=O)OC(C)(C)C)CC2)c2ccccc21
→ ·	1	-2	-6	7	11*	-1	·	-0.9	5
33: CCOC(=O)Nc1ccccc1C(=O)N1CCOCC1
→ -1	1	-3	-1	-2	-6	1	-9	-0.6	-3
34: O=C(Nc1ccccc1C(F)(F)F)c1ccccn1
→ 0	0	-1	0	-2	0	-4	0	-0.7	1
35: COc1ccc(N2CCN(C(=O)CCS(=O)(=O)c3cccc4nsnc34)CC2)cc1
→ -9	1	0	0	6	-6	0	0	-0.5	-2
36: COc1cccc(CNC(=O)c2ccccc2SCC(=O)N2CCCC2)c1
→ 10	0	3	4	-4	1	7	-1	0.1	-1
37: COc1cc(/C=C2\SC(=O)N(c3ccc(O)cc3)C2=O)cc(OC)c1OC
→ 10	-5	0	1	3	-3	-6	9	0.0	-1
38: Cc1onc(-c2c(Cl)cccc2Cl)c1/C(N)=N/OC(=O)C(C)(C)C
→ 2	-1	-1	0	-2	-2	-7	7	-0.4	-1
39: CC1=C(C(=O)OCc2ccccc2)C(c2ccccc2)NC(=O)N1CCCC(=O)O (configuration not stated)
→ 0	2	-1	-1	-4	-2	2	5	-0.9	4
40: COc1ccc(-c2cc(NC=O)c3ncc(-c4cccc(C(F)(F)F)c4)n3c2)c(OC)c1
→ 12	-12	-2	0	-2	-4	-12	10	-1.1	5
41: COc1cc(CN2CCN(CCCc3ccccc3)CC2CCO)cc(OC)c1 (configuration not stated)
→ -1	6	-3	1	-3	0	0	12	0.1	5
42: CCCN(CCC)S(=O)(=O)c1ccc(C(=O)O)cc1
→ -4	0	-3	0	-7	-3	1	1	-0.1	-7
43: COc1cccc(-c2nc(NCc3cccnc3)c3ccccc3n2)c1O
→ -3	3	2	-1	-2	0	-1	5	-0.4	1
44: CC(=O)N1CCN(C2=Nc3cccc4cccc2c34)CC1
→ -6	-491	-9	-10	1	-34	i	-2	60*	11
45: COc1ccc(C2C3=C(CCCC3=O)Nc3nc(C(F)(F)F)nn32)c(OC)c1OC (configuration not stated)
→ 5	-3	0	0	3	-8	-2	7	23*	4
46: Cc1nc(NC(=O)C(C)(C)C)sc1C(=O)Cn1cc(CCc2ccccc2)nn1
→ 9	0	3	9	4	-5	2	-4	0.4	-4
47: Cc1ccc(C2CC(C(F)(F)F)n3nc(C(=O)Nc4c(C)n(C)n(-c5ccccc5)c4=O)cc3N2)cc1 (configuration not stated)
→ -4	-10	4	4	0	-15	-18	-2	-0.2	-5
48: CC(C)=NN1C(=O)c2ccccc2NC1(C)C
→ 0	-98	5	5	6	-94	-133	13	13*	2
49: O=C(O)c1ccccc1Nc1ccc2nonc2c1[N+](=O)[O-]
→ -3	4	-9	-5	-1	-1	-2	4	0.5	3
50: COc1ccc(C(=O)CC(CC(=O)c2ccc(OC)cc2)C(=O)O)cc1
→ 3	0	-7	-2	1	-6	-1	18	0.0	-5
51: c1ccc2c(C3OCC4(CCCCC4)CO3)cccc2c1
→ 2	0	0	1	2	0	3	0	-0.4	2
52: CC(=O)Nc1ccc(/C=N/NC(=S)NC(C)C)cc1
→ 14	12*	-1	6	2	-1	3	-2	-0.7	-8
53: CCCCc1nnc(NC(=O)COc2ccc3c(C)cc(=O)oc3c2)s1
→ 5	0	-9	-6	5	-6	-11	-6	0.2	2
54: Cc1ccccc1-n1ncc2c(SCC(=O)NC3CCCC3)ncnc21
→ 11	-2	0	1	0	-3	0	-5	-0.6	0
55: Brc1c(-c2ccc3c(c2)OCO3)nc2ncccn12
→ 0	-163	2	-2	-2	-21	-263	-4	2.8	1
56: O=c1[nH]c(=S)[nH]cc1S(=O)(=O)c1cccc(Cl)c1
→ 9	-4	5	-1	7	-6	-11	1	-0.4	2
57: COC(=O)CCSCC(=O)Nc1cc(C)on1
→ 5	1	6	0	-4	-2	2	-3	0.9	-6
58: Cc1c(N=C2N=C(NC(=O)Nc3ccc(Cl)cc3)c3ccccc32)c(=O)n(-c2ccccc2)n1C
→ 9	2	-5	0	-2	-2	0	10	0.8	7
59: CCOC(=O)/C(=N/Nc1ccccc1)c1csc(Nc2ccccc2)n1
→ 18	-25	8	6	-6	11*	-27	12	-0.6	-12
60: CCc1nn2c(=O)cc(COc3cccc(NC(=O)c4ccco4)c3)nc2s1
→ -5	-6	1	1	-1	-3	-8	1	-0.3	2
